Source: PubChem BioAssay (several laboratories)
hiPSC survival: enhancers of single-cell hiPSC survival, primary screen, ATPlite luminescence | AID 602274, 2012 | 100% = ROCK inhibitor wells, 0% = DMSO | survival enhancement, % at 20 µM | 360,000 tested, 0.044% active; in the data active = survival enhancement above about 18%;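 note: cells exposed to compounds for 16 hours before the ATP read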
HTR2A ag: mouse Htr2a agonists via beta-arrestin recruitment, primary screen, cell-based, luminescence | 5-hydroxytryptamine receptor 2A (Mus musculus), P35363 | CHO-K1 mHTR2A beta-arrestin complementation; percent of 30 µM serotonin response | activation, % at 7.6 µM | 360,000 tested, 0.66% active | AID 624169, 2012;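 active = activation above a run cutoff, the mean activation of all tested compounds plus 3 SD, cut at about 14% in these data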;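 note: 0% = plate median of compound wells and 100% = 30 µM serotonin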
aDG glyco up: activators of alpha-DG glycosylation, primary screen, uHTS, Pro5-aDG cells, AlphaScreen; alpha-DG glycosylation AlphaScreen (IIH6); 0% Pro5, 100% B10-LARGE cell signal; activation, % at 10 µM; 360,000 tested, 0.22% active;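 active = activation of at least 8% versus controls, or a plate z-score of at least 8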;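 note: Pro5 are CHO cells carrying HIG-tagged alpha-DG that lacks glycosylation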
ABHD5-PLIN5 inh: ABHD5-PLIN5 interaction inhibitors, primary screen, cell lysate, split luciferase complementation, luminescence. Perilipin-5 (Homo sapiens) + 1-acylglycerol-3-phosphate O-acyltransferase ABHD5 (Homo …. Split G. princeps luciferase complementation, 4 h. inhibition, % at 4 µM. 360,000 tested, 0.78% active;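 active = inhibition above the mean inhibition across every tested compound plus 3 SD, cut at about 22% in these data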;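 note: 0% = DMSO only wells and the 100% control is not disclosed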
Target sequence (Q00G26 whole entry, looked up): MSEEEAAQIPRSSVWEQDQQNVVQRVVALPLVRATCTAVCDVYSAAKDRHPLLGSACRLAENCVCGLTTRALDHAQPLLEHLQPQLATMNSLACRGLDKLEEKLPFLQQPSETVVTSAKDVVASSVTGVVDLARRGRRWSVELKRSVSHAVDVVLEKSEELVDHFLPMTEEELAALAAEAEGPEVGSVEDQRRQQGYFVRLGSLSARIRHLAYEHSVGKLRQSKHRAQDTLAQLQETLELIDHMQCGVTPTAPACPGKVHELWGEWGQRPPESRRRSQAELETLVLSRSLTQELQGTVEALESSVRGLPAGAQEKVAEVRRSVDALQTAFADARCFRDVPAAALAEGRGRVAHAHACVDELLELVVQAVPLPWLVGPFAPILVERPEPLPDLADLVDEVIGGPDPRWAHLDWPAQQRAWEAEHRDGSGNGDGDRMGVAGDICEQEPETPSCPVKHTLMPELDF
Target sequence (Q8WTS1 whole entry, looked up): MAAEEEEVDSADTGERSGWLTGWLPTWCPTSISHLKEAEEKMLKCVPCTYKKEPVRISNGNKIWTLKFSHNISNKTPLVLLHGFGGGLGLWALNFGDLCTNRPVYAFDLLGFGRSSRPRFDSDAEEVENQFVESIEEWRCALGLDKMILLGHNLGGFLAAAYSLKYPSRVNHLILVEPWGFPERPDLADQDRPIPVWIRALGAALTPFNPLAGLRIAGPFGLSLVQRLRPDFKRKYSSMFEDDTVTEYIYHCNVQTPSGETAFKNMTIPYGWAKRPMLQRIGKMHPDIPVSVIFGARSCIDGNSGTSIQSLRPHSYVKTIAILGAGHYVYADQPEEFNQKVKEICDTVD
N-glyco inh: increase of ERlucT glycosylation luciferase signal, primary screen, N-linked glycosylation inhibitor project, D54 ERlucT cells, luminescence, set 2. 360,000 tested, 0.23% active. D54 ERlucT glycosylation luciferase reporter, 24 h; percent of 100 nM tunicamycin response. AID 588692, 2011. reporter increase, % at 12.5 µM;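 active = mean luciferase reporter signal, scaled so untreated is 0 and the glycosylation-blocking control 100, at or above a set limit in every replicate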;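 note: luciferase carries N-glycosylation sites so blocking glycosylation raises the light; 0% = median of neutral control wells and 100% = median of 100 nM tunicamycin wells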
H9c2 protect: cardioprotection against H2O2-induced cell death, primary screen, uHTS, H9c2 cells, ATPLite luminescence | H9c2 cardiomyocytes, H2O2 injury protection, 2 h | protection from H2O2 cell death, % at 20 µM | 360,000 tested, 0.63% active | AID 588492, 2011;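 active = compounds giving at least 50% protection of heart cells from peroxide-induced death in the single-dose screen, raw or plate-pattern-corrected value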;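 note: 0% = DMSO wells with peroxide and 100% = DMSO wells without peroxide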
MC4R ag barr: MC4R agonists recruiting beta-arrestin, primary screen, cell-based, luminescence, agonist arm of biased-ligand search; U2OS MC4R beta-arrestin complementation; percent of melanotan II response, DMSO zero; activation, % at 8.9 µM; 360,000 tested, 0.98% active; AID 540308, 2011;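 active = activation above a per-plate cutoff, the mean activation of sample wells on that plate plus 3 SD, cut at about 8% in these data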
ABCB6 inh 2: ABCB6 transporter inhibitors, primary screen, K562-ABCB6 cells, flow cytometry, MLPCN library | AID 602162, 2011 | K562-ABCB6 porphyrin accumulation, 1 h; stronger effect = lower value | fluorescence ratio to DMSO, % at 10 µM | ATP-binding cassette sub-family B member 6 (Homo sapiens), Q9NP58 | 360,000 tested, 0.19% active;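 active = fluorescence ratio to DMSO below 75%, the collection mean minus 3 SD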;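 note: signal is porphyrin accumulated inside mitochondria; 100% equals median channel fluorescence of DMSO control wells; lower ratio means ABCB6 inhibition with less porphyrin fluorescence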
MC4R antagonist: MC4R antagonists of cAMP signaling, primary screen, cell-based, TR-FRET, antagonist arm of biased-ligand search; MC4R-expressing cells, MTII-stimulated cAMP, LANCE TR-FRET; inhibition, % at 6.5 µM; Melanocortin receptor 4 (Homo sapiens), P32245; 360,000 tested, 0.48% active;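 active = inhibition above its plate's cutoff, the mean of tested wells on that plate plus 3 SD, cut at about 29% in these data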;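 note: 0% = Melanotan II alone and 100% = Melanotan II plus saturating MCL0020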
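Material: human MC4R-expressing U2OS cells. Probe or stimulus: Melanotan II challenge. Dosing: 6.5 µM single dose. Times: 30-min compound, 1-h challenge, 1-h detection, room temperature. Technique: TR-FRET with Eu-cAMP and labeled anti-cAMP, 671 nm. Replication: singlicate.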
Granule exo inh: LAMP-1 surface exposure blockers, TALL-104 cells – cell-based, flow cytometry, MLPCN library, primary screen | inhibition, % at 10 µM | 360,000 tested, 0.66% active | TALL-104 LAMP-1 surface exposure; cells stimulated with thapsigargin and PMA | AID 651702, 2012;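 active = inhibition above about 55%, limit read from the data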
An asterisk follows results filed as active; / = no result given.

SMILES | H9c2 protect | ABCB6 inh 2 | HTR2A ag | aDG glyco up | hiPSC survival | MC4R ag barr | N-glyco inh | ABHD5-PLIN5 inh | Granule exo inh | MC4R antagonist
Cc1cccc(C)c1NC(=O)c1cnccn1 | -2 | 101 | 0 | -0.1 | -0.1 | 1.0 | 4 | 4 | -5 | 4
CCCNC(=O)c1cc(S(=O)(=O)N2CCCCC2)c[nH]1 | 7 | 99 | -4 | -0.1 | -1.0 | 0.3 | -1 | 2 | -2 | 0
O=C(NCCCN1CCOCC1)c1cc(-c2ccc(Cl)cc2)on1 | -3 | 97 | -7 | 0.0 | -1.6 | -0.4 | 1 | 10 | -3 | 8
Nc1nc(SCc2nc(-c3ccccc3)no2)[nH]c(=O)c1-c1ccccc1 | -5 | 107 | 4 | -0.1 | 0.4 | 2.7 | 0 | 11 | -1 | -22
C[C@@H]1CN([C@H](C)CO)C(=O)c2c(c3ccccc3n2C)-c2ccccc2CO[C@H]1CN(C)Cc1ccccc1 | -10 | 100 | -3 | 1.6 | -0.4 | 7.3 | -1 | -4 | -2 | 19
CC(=O)c1ccc(S(=O)(=O)N2CCN(C(=O)CSc3ccc(C)c(C)c3)CC2)cc1 | -4 | 97 | -3 | 0.1 | -0.4 | 0.3 | -4 | -9 | 18 | 35*
CCCCCC(O)(c1ccc(OC)cc1)C(CN1CCOCC1)c1ccccc1 (stereo not drawn) | -5 | 84 | -2 | 0.2 | -0.3 | 2.1 | -12 | -5 | 8 | -3
Cc1ccc(NS(=O)(=O)c2ccc(Cl)c(N=Nc3c(O)[nH]c(=O)[nH]c3=O)c2)cc1Cl | -4 | 96 | 3 | -0.2 | -1.8 | 1.0 | 0 | 0 | 16 | 9
O=C(NCc1ccccc1)N[C@@H](Cc1c[nH]c2ccccc12)C(=O)O | 0 | 101 | 1 | 0.2 | 3.2 | -0.8 | 0 | -2 | 0 | -4
CSc1ncc(CN2CCN(CCC(C)C)C(CCO)C2)cn1 (stereo not drawn) | 3 | 94 | 0 | -0.3 | -0.1 | -3.1 | -2 | 4 | -5 | 3
C[C@H](NC(=O)c1ncn(Cc2ccccc2)c1C(=O)N[C@@H](C)c1ccccc1)c1ccccc1 | -3 | 94 | -4 | 0.8 | -1.7 | -2.1 | -5 | -6 | -6 | 10
Cc1ccc(S(=O)(=O)NC(=O)Nc2ccc(C)cn2)cc1 | 5 | 94 | -2 | 0.0 | 1.5 | -2.0 | -1 | -5 | -13 | -2
COc1ccc(CNC(=O)C2(CC(=O)NC(C)(C)C)CCCC2)cc1 | -2 | 95 | 7 | -0.2 | -0.3 | -1.3 | -1 | -4 | 14 | 10
Cc1cc(OC(C)C(=O)NCc2ccccn2)c2c(C)cc(=O)oc2c1 (stereo not drawn) | 2 | 104 | 2 | 0.9 | 0.1 | 1.3 | 2 | 7 | 1 | 13
CC(C)c1ccc2occ(-c3nn[nH]n3)c(=O)c2c1 | 2 | 109 | 0 | 0.0 | 6.1 | -0.7 | 2 | -3 | 0 | 11
CC(C)C(NC(=O)C1CC(=O)N(Cc2ccccc2)C1)c1nc2ccccc2[nH]1 (stereo not drawn) | -5 | 98 | -2 | -0.2 | -0.3 | -1.1 | -1 | -8 | -2 | 4
O=C(O)CSCC(=O)N(c1ccccc1)c1ccccc1 | -4 | 98 | -6 | 0.0 | 0.4 | -0.2 | 0 | -17 | 8 | 18
COc1cc2c(cc1OC)C(C)N(C(=O)c1cc(C)on1)CC2 (stereo not drawn) | 3 | 101 | 4 | -0.2 | -0.5 | -2.8 | 14 | 4 | -4 | -23
O=C(NCc1ccc(F)c(F)c1)c1ccc(-c2ccc(F)c(F)c2)c2ccoc12 | -5 | 87 | -8 | 0.8 | 4.0 | 1.2 | -2 | -4 | -3 | 4
Cn1c(Cc2cccc3ccccc23)nnc1SCc1ccc([N+](=O)[O-])cc1 | 8 | 83 | -2 | 0.1 | -0.6 | -1.4 | -1 | -1 | 11 | 0

Taken from above.
C[C@H](NC(=O)c1ncn(Cc2ccccc2)c1C(=O)N[C@@H](C)c1ccccc1)c1ccccc1 in aDG glyco up: 0.8
Cc1ccc(S(=O)(=O)NC(=O)Nc2ccc(C)cn2)cc1 in MC4R ag barr: -2.0

New compounds follow.
SMILES | H9c2 protect | ABCB6 inh 2 | HTR2A ag | aDG glyco up | hiPSC survival | MC4R ag barr | N-glyco inh | ABHD5-PLIN5 inh | Granule exo inh | MC4R antagonist
CCOC(=O)C1CCCN(C(=O)/C=C/c2ccc(OC)cc2)C1 (stereo not drawn) | 1 | 102 | -2 | 0.1 | 0.7 | -0.6 | 1 | -5 | -1 | 13
CC(=O)NC(Cc1cccc(F)c1)C(=O)NC1CCN(C(=O)Nc2ccccc2)CC1 (stereo not drawn) | -3 | 102 | 4 | 0.1 | -0.5 | -1.0 | 0 | 9 | 9 | -3
CC(=O)N1CCc2c(sc(NC(=O)CS(=O)(=O)c3ccc(F)cc3)c2C#N)C1 | -5 | 98 | -1 | -0.3 | 0.2 | -1.8 | 2 | 8 | 4 | -5
O=C(CSc1nnnn1C1CCCC1)Nc1ccccc1F | 0 | 98 | -5 | 0.1 | -0.5 | -4.6 | -1 | -10 | -2 | -5
COc1ccc(NC(=O)Nc2ccccc2F)c([N+](=O)[O-])c1 | -2 | 95 | 4 | 0.1 | -0.4 | 1.9 | -2 | -3 | -6 | 8
O=C(NCCO)c1ccccc1O | -1 | 94 | 2 | 0.1 | 0.5 | -1.1 | -1 | -1 | 0 | 0
CN(c1ccc(OCC(=O)Nc2ccc3[nH]c(=O)[nH]c3c2)cc1)S(=O)(=O)c1ccc(Cl)cc1 | 22 | 98 | -4 | -0.4 | 5.1 | -1.5 | -1 | 5 | 5 | 6
Cc1cc(C(=O)COC(=O)C2COc3ccccc3O2)c(C)n1CC1CCCO1 (stereo not drawn) | 6 | 98 | 1 | 0.2 | -1.0 | -1.0 | -1 | -2 | 8 | 0
CCOC(=O)Oc1ccc2oc(=O)cc(C)c2c1 | 2 | 101 | 0 | -0.2 | -0.7 | -0.8 | 3 | -2 | -2 | 14
c1nc(CCO[C@H]2CCCCO2)cc2cc3c(cc12)OCO3 | -4 | 95 | 0 | 0.2 | 0.9 | -0.9 | -21 | -4 | 0 | -10
O=C(O)c1ccc(N/N=C/C2=C(N3CCOCC3)C(=C\c3ccccc3)/CC2)cc1 | 0 | 106 | 5 | 0.1 | 0.0 | -1.1 | 1 | 25* | 3 | 29*
O=c1cc(-c2ccccc2)c2c([nH]1)CCCC2 | 0 | 107 | 1 | 0.1 | 0.4 | -0.3 | 2 | 0 | 1 | 11
CN(c1ccccc1)S(=O)(=O)c1ccc2[nH]c(=O)[nH]c2c1 | -4 | 99 | -3 | -0.1 | 0.1 | -1.2 | -1 | 0 | -2 | 3
CC[C@H](C)[C@@H](C(=O)N1CCNCC1)n1cc([C@@H](N)CC(C)C)nn1 | 0 | 99 | -3 | -0.1 | 1.7 | -0.8 | -3 | -5 | 16 | 9
N#Cc1ccccc1OCC(=O)NC(N)=O | 6 | 108 | 0 | -0.1 | -2.2 | -2.5 | 4 | -2 | -2 | 0
O=C(COc1ccc(F)cc1)Nc1cc(S(=O)(=O)N2CCCCC2)ccc1N1CCCCC1 | -6 | 93 | -8 | 0.0 | 1.3 | 1.7 | -11 | 16 | 2 | 8
CC(C)N1CCC(n2nccc2NC(=O)c2ccc3c(c2)OCO3)CC1 | 4 | 99 | 1 | 0.0 | 0.8 | -4.2 | 3 | -1 | 0 | 12
CCOc1ccccc1CN1CCC(n2nccc2NC(=O)C2CCCC2)CC1 | 2 | 98 | -6 | 0.0 | -0.4 | -2.3 | -2 | 1 | -1 | 0
O=C(Nc1ccc(Cl)cc1)c1cccc(S(=O)(=O)Nc2ccccn2)c1 | 2 | 103 | 1 | -0.3 | 0.1 | -3.4 | 2 | -1 | -17 | 15
COc1ccc(OC)c(S(=O)(=O)Nc2cc3c4c(c2)CC(=O)N4CCC3)c1 | 8 | 89 | 0 | 0.8 | 0.4 | -2.4 | 3 | 13 | -1 | 4
Cc1ccc2nc(-c3ccco3)c(CC3CCCCC3)n2c1 | 1 | 101 | -4 | -0.3 | -2.9 | / | 0 | 35* | 14 | /
O=C(CCSc1nc(-c2ccc3c(c2)OCO3)cc(C(F)(F)F)n1)NCc1ccccc1 | 2 | 87 | -4 | 0.4 | -1.6 | 4.9 | -3 | -4 | 12 | -6
CCn1c(SCC(=O)N2CCCCC2C)nc2ccsc2c1=O (stereo not drawn) | 1 | 87 | 2 | 0.8 | 0.2 | -1.6 | -2 | 3 | 7 | 8
CC(=O)c1ccc(NC(=O)c2sc3nc4n(c(=O)c3c2C)CCCCC4)cc1 | 0 | 89 | 1 | 2.1 | -0.3 | -2.9 | -3 | 4 | 1 | 3
Cc1cc(C)cc(N2CC(C(=O)Nc3cc(C)on3)CC2=O)c1 (stereo not drawn) | 6 | 97 | -3 | 0.1 | 0.1 | -0.1 | -3 | 8 | 0 | -1
CC(C)(C)c1ccc(S(=O)(=O)Nc2noc3ccccc23)cc1 | -1 | 96 | 5 | -0.1 | -0.4 | -1.3 | -1 | 8 | -2 | 13
CCOC(=O)N1CCN(C(=O)c2cc(COc3cccc(C(C)=O)c3)on2)CC1 | 3 | 102 | 12 | 0.5 | 0.3 | -0.6 | 0 | 2 | -1 | -5
CCc1cc2c(cc3c(=O)n(CC(=O)NCCCN4CC(C)CC(C)C4)ncn32)s1 (stereo not drawn) | 3 | 93 | 2 | 0.1 | -2.2 | 0.5 | 3 | -2 | 8 | -2
O=C(N/N=C/c1ccc(O)c([N+](=O)[O-])c1)C(O)(c1ccccc1)c1ccccc1 | 3 | 105 | 0 | -0.1 | 0.4 | -0.6 | 1 | -6 | -15 | 10
CC(=O)c1cc(-c2ccccc2)n(CC(=O)NC2CCCC2)c1C | 4 | 102 | -3 | 0.0 | 0.4 | -3.1 | 0 | -4 | -2 | 2
Cc1ccc(-c2ccc(S(=O)(=O)Nc3cccnc3)cc2)cc1 | -8 | 90 | 13 | -0.2 | -0.3 | 0.6 | 2 | 2 | 1 | -5

Rows were taken by chance. About 4.5% of those tested had a hit in this group.
